# Compound activity as filed in PubChem.
# MITF primary: inhibitors of human MITF | O75030 | 650,000 compounds, 0.91% hits | AlphaScreen MITF homodimerization, bead proximity signal | inhibition, % at 2.6 µM; in the data active = inhibition above about 50%;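 also: 0% = vehicle wells with protein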
# Target sequence (O75030 whole entry, looked up): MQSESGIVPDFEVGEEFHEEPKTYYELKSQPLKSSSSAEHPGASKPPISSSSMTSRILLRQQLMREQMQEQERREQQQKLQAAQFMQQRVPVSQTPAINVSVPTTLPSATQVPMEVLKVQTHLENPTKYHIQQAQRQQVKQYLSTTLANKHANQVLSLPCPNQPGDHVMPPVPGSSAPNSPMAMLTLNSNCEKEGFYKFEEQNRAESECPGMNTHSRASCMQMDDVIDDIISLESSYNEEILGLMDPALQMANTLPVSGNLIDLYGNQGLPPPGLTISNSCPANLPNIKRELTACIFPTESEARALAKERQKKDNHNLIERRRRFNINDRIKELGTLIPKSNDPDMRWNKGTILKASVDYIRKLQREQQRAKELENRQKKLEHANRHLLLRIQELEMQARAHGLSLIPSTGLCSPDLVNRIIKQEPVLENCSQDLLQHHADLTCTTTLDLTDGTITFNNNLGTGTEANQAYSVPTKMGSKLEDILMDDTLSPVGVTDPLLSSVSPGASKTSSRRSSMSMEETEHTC
# GPR151 activ: activates the human receptor GPR151. activation, % at 11.2 µM. Q8TDV0. PathHunter beta-arrestin GPR151 cells, luminescence. 650,000 compounds, 1% hits; in the data active = activation above about 4.9%;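 also: 0% = median of compound wells and 100% = cells with positive control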
# Target sequence (Q8TDV0 whole entry, looked up): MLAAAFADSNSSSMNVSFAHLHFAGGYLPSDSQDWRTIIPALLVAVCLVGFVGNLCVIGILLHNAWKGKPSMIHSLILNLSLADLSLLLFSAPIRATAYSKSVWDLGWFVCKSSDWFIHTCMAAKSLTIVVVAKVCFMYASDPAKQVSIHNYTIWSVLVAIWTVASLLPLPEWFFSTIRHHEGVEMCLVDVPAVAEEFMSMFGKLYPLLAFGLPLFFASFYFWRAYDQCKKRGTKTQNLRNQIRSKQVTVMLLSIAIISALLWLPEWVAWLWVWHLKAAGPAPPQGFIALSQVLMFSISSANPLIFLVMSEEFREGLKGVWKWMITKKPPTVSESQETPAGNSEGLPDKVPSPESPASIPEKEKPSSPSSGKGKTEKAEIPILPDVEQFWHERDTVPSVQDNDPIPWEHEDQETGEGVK
# FBW7 act: activators of human E3 ligase FBW7. Q969H0. AlphaScreen FBW7–phospho-cyclin E peptide binding, activator screen. normalized activity (activation), % at 26.1 µM. 650,000 compounds, 0.13% hits; in the data active = normalized activity above about 1.9%;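 also: purified mutant Fbw7 with reduced substrate affinity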
# TEAD-YAP block: TEAD-YAP interaction inhibition | HEK-TIYL cells, TEAD-Gal4/YAP UAS-luciferase luminescence | inhibition, % at 9.12 µM | 640,000 compounds, 1.4% hits | AID 1259422; in the data active = inhibition above about 32%;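 also: 0% = median of test compound wells and 100% = reference inhibitor wells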
# Active calls of the source: *.
SMILES,MITF primary,GPR151 activ,FBW7 act,TEAD-YAP block
CCOc1ccc(-n2cc(C(=O)Nc3ccccc3C(F)(F)F)c3cc(OC)c(OC)cc3c2=O)cc1,27,1.1,0.2,-4
O=C(COn1nnc2ccccc21)c1c[nH]c2ccccc12,-2,-0.4,-0.2,-7
C=CCN(c1ccc(C(=O)N2CCC(C)CC2)cc1)S(C)(=O)=O,-24,-0.9,0.1,-4
NC(=O)c1nc(-c2ccco2)nc2c1[nH]c(=O)n2Cc1ccccc1,14,-0.8,0.0,7
CN1Cc2ccccc2CC1CNCc1c(C(=O)N2CCCC2)nc2ccccn12 (stereo not drawn),3,1.4,0.1,3
CCOC(=O)C1CCCN(CCC(=O)Nc2cccc(Cl)c2C)C1 (stereo not drawn),8,-0.6,0.0,4
C=CCN(c1ccccc1)S(=O)(=O)c1ccc(F)c(C(=O)Nc2cccc(F)c2)c1,5,-2.4,0.5,22
O=C(NCCN1CCN(C(=O)C(c2ccccc2)c2ccccc2)CC1)C(=O)Nc1ccccc1,0,0.0,0.0,-4
Cc1ccccc1OCCCn1c(C)nc2ccccc21,-16,1.1,0.0,13
Cc1ccc2nc(C(C#N)=Nc3cc([N+](=O)[O-])ccc3O)[nH]c2c1,10,0.2,-0.1,6
CCN1/C(=C/C=C2\SC(=S)N(C)C2=O)Oc2ccccc21,8,2.1,0.2,15
CC(=O)c1cccc(NS(=O)(=O)c2ccc3c(c2)SC(C)CN3C(C)=O)c1 (stereo not drawn),13,-1.0,0.3,7
OCCC1CN(Cc2cn[nH]c2-c2cccc(F)c2)CCN1Cc1ccsc1 (stereo not drawn),1,0.0,0.0,-9
O=Cc1ccccc1-c1ccc(NCCc2ccccc2)nc1,10,-0.1,-0.1,-67
COc1cc(OC)cc(C(=O)NCCNc2nc3cc4c(cc3cc2C#N)OCO4)c1,11,-0.8,1.7,0
CS(=O)(=O)Nc1cccc(-c2cnn3c(NCCc4ccccn4)ccnc23)c1,6,-0.6,0.3,11
CCOc1ncccc1C(=O)Nc1ccc(-c2nnc3n2CCCCC3)cc1,-7,-1.0,-0.2,5
CC(=O)N1CCc2nc(C)nc(N3CCCCC3)c2C1,0,3.4,-0.1,-1
c1ccc(-c2nc3ccccc3[nH]2)nc1,23,-9.1,-0.2,-40
Nc1cc([N+](=O)[O-])ccc1C(=O)O,6,-0.7,-0.1,6

# Compounds above that contain an NH in an aromatic ring (5):
SMILES,MITF primary,GPR151 activ,FBW7 act,TEAD-YAP block
O=C(COn1nnc2ccccc21)c1c[nH]c2ccccc12,-2,-0.4,-0.2,-7
NC(=O)c1nc(-c2ccco2)nc2c1[nH]c(=O)n2Cc1ccccc1,14,-0.8,0.0,7
Cc1ccc2nc(C(C#N)=Nc3cc([N+](=O)[O-])ccc3O)[nH]c2c1,10,0.2,-0.1,6
OCCC1CN(Cc2cn[nH]c2-c2cccc(F)c2)CCN1Cc1ccsc1 (stereo not drawn),1,0.0,0.0,-9
c1ccc(-c2nc3ccccc3[nH]2)nc1,23,-9.1,-0.2,-40

# Next part:
SMILES,MITF primary,GPR151 activ,FBW7 act,TEAD-YAP block
CC1CC(C)CN(C(=O)Cn2c(SCC(=O)NCc3ccco3)nc3ccccc32)C1 (stereo not drawn),20,-0.1,0.1,5
Cc1cc(=O)n(C)c(=O)n1CCCCCOc1cccc([N+](=O)[O-])c1,-2,0.5,0.0,5
CC(=O)Nc1ccc(-n2c(O)c(C3=c4ccccc4=NC3=O)sc2=S)cc1,10,1.4,-0.1,0
O=C(c1ccccc1)C(O)c1ccccc1 (stereo not drawn),-12,-1.5,0.0,-3
Cc1ccc(/C=N/NC(=O)c2c[nH]c3ccccc23)o1,-1,0.0,0.1,-11
CC(C)N(Cc1nccn1C)C(=O)c1cc(COc2cccc(C(F)(F)F)c2)on1,6,-0.6,-0.1,0
CC(C)(C)c1cc(N2C(=O)C(=O)/C(=C(/O)c3ccc(Br)cc3)C2c2cccc([N+](=O)[O-])c2)no1 (stereo not drawn),-9,-0.4,0.0,-12
COc1ccc(COC(=O)C2=C(C)NC3=C(C(=O)CC(c4cccs4)C3)C2c2ccc3c(c2)OCO3)cc1 (stereo not drawn),11,-1.0,-0.1,5
O=[N+]([O-])c1cc2c(cc1CNc1ccc3cn[nH]c3c1)OCO2,0,3.1,-0.2,-8
CN(CC(=O)N1CCN(c2ccccc2)CC1)S(=O)(=O)c1cnc[nH]1,5,0.2,-0.2,6
CC(C)(C)NC(=O)COC(=O)c1ccc2c(c1)S(=O)(=O)c1ccccc1C2=O,-17,-0.6,0.1,5
COc1ncc(-c2cnc3c(Nc4cccc(C(F)(F)F)c4)nccn23)c(OC)n1,10,0.5,0.0,7
COc1ccc(/C=C(\NC(=O)c2ccco2)C(=O)NC(C)C(=O)O)cc1 (stereo not drawn),8,-0.8,0.1,1
N#CC1=C(N)N(N2CCOCC2)C2=C(C(=O)CC(c3ccccc3)C2)C1c1ccccc1C(F)(F)F (stereo not drawn),-3,-1.0,0.0,12
Cc1cc(C(=O)COC(=O)c2ccc(C#N)cc2)c(C)n1CC1CCCO1 (stereo not drawn),24,-0.7,0.3,-8
COc1cc(OC)c(NC(=O)c2sc3ncnc(N4CCCCC4)c3c2C)cc1Cl,-3,2.4,0.4,6
CC(=O)Nc1ccc(S(=O)(=O)Nc2ccc3c(c2)OC(C)(C)O3)cc1,8,1.6,0.3,21
Cc1ccccc1CSc1ccc(C(=O)NNC(=O)c2ccc(F)cc2)cc1[N+](=O)[O-],15,-0.6,0.1,6
CCOC(=O)c1c(NC(=O)c2ccccc2)sc(C(=O)Nc2ccccc2F)c1C,-1,-0.7,0.0,-2
CCOC(=O)Cc1csc(NC(=O)c2csc(C)c2)n1,11,-0.1,-0.2,-4
CCN(CC)S(=O)(=O)c1cc2c(cc1C)NC(=O)CO2,0,-0.5,0.0,-10
COc1cc(OC)c(OC)cc1/C=C/c1nc2ccccc2c(=O)n1-c1ccc(Br)c(C)c1,7,2.0,0.1,4
CC(C)(C)NC(=O)C(c1ccncc1)N(C(=O)c1csnn1)c1ccccc1 (stereo not drawn),9,1.5,1.4,6
CC(NS(=O)(=O)c1ccc2c(c1)CCN2C(=O)CCCC(=O)O)c1ccccc1 (stereo not drawn),-2,-0.5,0.0,-1
Cc1ccc(C(O)CNC(=O)NC2CCCCC2)o1 (stereo not drawn),8,2.1,0.0,-15
CC(CC(=O)Nc1ccc(I)cc1)Cc1ccc(Cl)cc1 (stereo not drawn),5,-0.6,-0.1,-7
O=C(c1cc(F)c(F)cc1Cl)N1CCN(c2ccc([N+](=O)[O-])c3cccnc23)CC1,6,1.9,-0.2,0
CC(C)(C)C(=O)Nc1ccc(NC(=O)c2ccc(F)cc2)nc1,-5,0.9,0.0,-1
Cc1c2cn[nH]c(=O)c2c(C)n1Cc1ccccc1,5,1.7,-0.1,-23
CCOc1ccc(NC(=O)c2ccc(Sc3ccccc3Cl)c([N+](=O)[O-])c2)cc1,15,-0.1,-0.3,-7
COc1ccc(S(=O)(=O)NCc2ccc(Cl)cc2)c2cccnc12,10,0.5,-0.1,3
CCc1nc2ccccc2c(=S)n1-c1ccccc1C,-18,-0.8,0.3,1
Cc1nn(C)c(C)c1NC(=O)CCC(=O)c1ccccc1,0,-0.3,-0.1,0
COC(=O)c1cc(-c2ccc(N)cc2)nc2ccccc12,1,-0.5,0.2,-2
N#CC1=C(N)OC2=C(C(=O)c3ccccc3C2=O)C1c1ccc(C(F)(F)F)cc1 (stereo not drawn),3,-0.1,-0.2,-6
O=C(CCC(=O)OCc1cccc([N+](=O)[O-])c1)Nc1ccccc1Cl,14,0.6,-0.1,0
O=P(O)(CCc1ccccc1)CN1CCCCC1,2,1.7,0.1,3
CC(C)NC(=O)N1CCC2(CC1)OCc1cc(F)ccc1O2,1,0.9,0.3,-2
COc1ccc(Cl)c2sc(N(CCCN(C)C)C(=O)c3ccc(Br)s3)nc12,-1,0.1,-0.1,1
O=C(c1cc(-c2ccc(Cl)s2)nc2ccccc12)N1CCOCC1,-6,0.0,-0.1,1
Cn1c2ccccc2c2cnn(CC(=O)N3CCC(N4CCCCC4)CC3)c(=O)c21,-7,2.3,-0.2,-4
O=c1[nH]c(=O)n(Cc2ccccc2)cc1F,4,0.7,-0.1,-3
COc1cccc(C(=O)NCC(=O)OCC(=O)N2CC(=O)Nc3ccccc32)c1,9,0.3,0.0,5
Cc1c(C)n2c3c(=O)n(C)c(=O)n(C)c3nc2n1CCOCCO,3,0.6,-0.1,5
COc1ccccc1N1CCN(C(=O)c2csc3nc(-c4ccc(F)cc4)cn23)CC1,-5,-0.5,-0.2,3
CCC(=O)NCC1Cc2cc(-c3cc(OC)ccc3OC)cc(Cl)c2O1 (stereo not drawn),-24,0.2,-0.2,6
CC1(C)CC2CC(C)(CN2C(=O)c2cnn3cc(Br)cnc23)C1 (stereo not drawn),-5,0.0,-0.1,5
Cc1ccc(/C(O)=C2\C(=O)C(=O)N(c3nnc(C)s3)C2c2cccc(Oc3ccccc3)c2)cc1 (stereo not drawn),-7,2.5,0.0,3
O=C(c1cc2c(s1)-c1ccccc1OC2)N1CCCC1,-1,-0.8,0.3,-48
CCC(=O)Nc1ccc2nc(SCc3ccc(Cl)cc3)sc2c1,8,0.8,-0.1,7
COc1ccc(C(=O)Nc2ccc3c(c2)CCCN3C(=O)c2ccco2)cc1OC,-3,-1.2,0.6,11
O=C1N[C@@H](COCc2ccccc2)C(=O)N2C[C@@H](NCc3cccc(F)c3)C[C@@H]12,1,2.5,-0.1,15
CCOc1cc(C2C(C(=O)c3cccs3)=C(O)C(=O)N2c2cc(C)on2)ccc1O (stereo not drawn),11,-2.4,0.0,-2
COc1ccc(C)cc1N(C)C(=O)Cn1c(C)cc2ccccc2c1=O,-13,-0.3,-0.1,15
CCOC(=O)C1(Cc2cccc(OC)c2)CCN(CC(O)CO)CC1 (stereo not drawn),2,1.0,-0.1,-2
COc1ccc(OC)c(NC(=O)c2ccc(S(=O)(=O)N3CCc4ccccc4C3)cc2)c1,4,-0.7,0.0,4
COc1ccc(C)cc1NC(=O)c1cnc2ccc(C)cn2c1=O,11,-0.3,0.0,3
O=C(Nc1ccc(Cl)cc1)OCC1CCCN2CCCCC12 (stereo not drawn),13,-1.3,0.2,-6
Cc1c2cnn(CC(=O)N3CCC(C(N)=O)CC3)c(=O)c2c(C)n1Cc1ccc(F)cc1,-1,0.5,-0.1,-8
O=C(c1ccc2c(c1)OCO2)C1CCCN(Cc2cccc3cnccc23)C1 (stereo not drawn),14,0.4,0.1,-6

# 6 entries from above, set out differently:
mol | MITF primary | GPR151 activ | FBW7 act | TEAD-YAP block
COc1ccccc1N1CCN(C(=O)c2csc3nc(-c4ccc(F)cc4)cn23)CC1 | -5 | -0.5 | -0.2 | 3
CCOc1cc(C2C(C(=O)c3cccs3)=C(O)C(=O)N2c2cc(C)on2)ccc1O (stereo not drawn) | 11 | -2.4 | 0.0 | -2
CCC(=O)Nc1ccc2nc(SCc3ccc(Cl)cc3)sc2c1 | 8 | 0.8 | -0.1 | 7
O=C1N[C@@H](COCc2ccccc2)C(=O)N2C[C@@H](NCc3cccc(F)c3)C[C@@H]12 | 1 | 2.5 | -0.1 | 15
Cc1c(C)n2c3c(=O)n(C)c(=O)n(C)c3nc2n1CCOCCO | 3 | 0.6 | -0.1 | 5
O=c1[nH]c(=O)n(Cc2ccccc2)cc1F | 4 | 0.7 | -0.1 | -3

# The list continues.
SMILES,MITF primary,GPR151 activ,FBW7 act,TEAD-YAP block
Cc1cccn2c(=O)c(/C=C(\C#N)C(N)=O)c(Oc3ccc(Cl)cc3)nc12,8,1.4,0.1,-3
CCOc1ccc(-n2c(=S)sc3c2nc(SCc2cc(=O)n4cc(Cl)ccc4n2)n2c4ccccc4nc32)cc1,10,-0.8,0.2,1
C=CCNC(=O)CSc1nnc(C(CC)N(C)C)n1C1CCCCC1 (stereo not drawn),0,-0.3,0.0,5
CCOC(=O)C1(CC)CC(C)(C(=O)C[n+]2cccc(Br)c2)OC1=O (stereo not drawn),2,-0.8,0.4,-5
CN(C1=NC2CS(=O)(=O)CC2S1)c1ccc(Cl)cc1 (stereo not drawn),5,1.1,-0.2,10
Cc1ccc(C2SCC(=O)N2c2ccc(Cl)cc2)cc1 (stereo not drawn),3,1.1,0.0,-11
CCOC(=O)C1(CC2CCCCO2)CCN(C(=O)/C=C/c2ccncc2)CC1 (stereo not drawn),2,-1.0,0.1,1
CC(=O)Nc1ccc(N2C(=O)CC(N3CCOCC3)C2=O)cc1 (stereo not drawn),4,-0.1,0.2,5
COC(=O)c1ccc(N2C(=O)c3ccc(C(=O)Nc4ccc(C)cc4)cc3C2=O)cc1,9,0.7,-0.1,0
CCOC(=O)CN1C(=S)N=C(Nc2ccccc2)C12CCCCC2,-10,0.9,0.1,5
COc1ccc(S(=O)(=O)N(CC(=O)Nc2ccccc2Cl)c2ccc(C)cc2)cc1,3,1.0,0.1,0
CCCCn1c(NC(=O)Nc2c(F)cccc2F)c2ccccc2nc1=O,11,-0.2,0.1,7
COc1cc(OC)c(NC(=O)Cn2c3ccccc3c3nc(=O)cc(C)n32)cc1Cl,-3,-1.4,0.5,-2
CCOC(=O)c1ccc(S(=O)(=O)N2CCN(c3cc(N4CCCC4)ncn3)CC2)cc1,-3,-0.1,0.1,-8
Cc1ccccc1Cn1c(C)c(CNC(C)c2ccccc2)c(C(=O)O)c1C (stereo not drawn),8,0.6,-0.2,12
Cc1ccc(NC(=O)c2cc3ccccc3cc2O)cc1,2,-2.1,0.1,-46
COc1cccc(OCC(=O)O/N=C(\N)c2ccc(OC)c(OC)c2)c1,3,-1.0,0.1,4
